JMJD2A Tudor: JMJD2A Tudor domain (human) inhibition; O75164; AlphaScreen JMJD2A-Tudor / H3K4me3 peptide binding; Potency, µM (series often up to 114 µM), for the others: at the highest dose activity change, negative = inhibition, hits mostly inhibitors; 390,000 compounds, 4.4% hits; AID 504339; further: on the % scale 0 is the no-effect control and ±100 the full control effect; nearly all actives have a fitted effect of over 50% in size
rTrxR1 inhibitor: inhibitors of rat thioredoxin reductase 1. O89049. recombinant rTrxR1, NADPH fluorescence consumption, selenite substrate. Potency, µM (series often up to 114 µM), without a hit: top-dose activity change, negative = inhibition, hits mostly inhibitors. 390,000 compounds, 1% hits. AID 588453; further: on the % scale 0 is the no-effect control and ±100 the full control effect; nearly all actives have a fitted effect of over 65% in size
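Rat TrxR1 (90 nM in the dispensed reagent) was pre-reduced with 400 uM NADPH for 5 min at room temperature, then incubated with compound for 15 min. After 400 uM selenite was added, NADPH fluorescence (Ex 340/Em 450 nm) was followed for 8 min.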
HP1b binding inh: inhibitors of HP1-beta chromodomain binding to methylated histone tails; P83916; AlphaScreen HP1-beta / biotin-H3K9me3 peptide binding; Potency, µM (highest dose often 114 µM), without a hit: at the top dose activity change, negative = inhibition, usual class: inhibitors; 390,000 compounds, 0.56% hits; AID 540317; further: nearly all actives have a fitted effect of over 70% in size; inactives centre near 23
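HP1-beta protein (50 nM final) preincubated 30 min at room temperature with biotinylated H3(1-18)K9me3 peptide (50 nM) in PBS pH 7.4, 0.01% Tween-20, then compound added for 30 min. AlphaScreen streptavidin donor/nickel chelate acceptor beads (10 ug/mL final), 30 min dark, luminescence read.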
ERG Ets-DNA blk: inhibitors of human ERG Ets domain-DNA interaction. P11308. Potency, µM (series often up to 76.9 µM), for the others: at the top dose FP activity, negative = inhibition, most hits filed as inhibitors. fluorescence polarization, His-ERG Ets domain / labelled DNA. 370,000 compounds, 0.028% hits; active means well fitted inhibition curve with a large enough effect in the polarisation, with a control signal flat; inconclusive means small, poorly fitted or top-dose-only effect, or effect the other way, or a change in a side signal; inactive means no such curve, though single readings can be large or run the other way; the % refers to the polarisation;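 further: polarization taken with two DNA probes labelled with fluorescein and Texas red; % of control where 0% means no effect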
Target sequence (P11308 whole entry, looked up, the tested form may be a part): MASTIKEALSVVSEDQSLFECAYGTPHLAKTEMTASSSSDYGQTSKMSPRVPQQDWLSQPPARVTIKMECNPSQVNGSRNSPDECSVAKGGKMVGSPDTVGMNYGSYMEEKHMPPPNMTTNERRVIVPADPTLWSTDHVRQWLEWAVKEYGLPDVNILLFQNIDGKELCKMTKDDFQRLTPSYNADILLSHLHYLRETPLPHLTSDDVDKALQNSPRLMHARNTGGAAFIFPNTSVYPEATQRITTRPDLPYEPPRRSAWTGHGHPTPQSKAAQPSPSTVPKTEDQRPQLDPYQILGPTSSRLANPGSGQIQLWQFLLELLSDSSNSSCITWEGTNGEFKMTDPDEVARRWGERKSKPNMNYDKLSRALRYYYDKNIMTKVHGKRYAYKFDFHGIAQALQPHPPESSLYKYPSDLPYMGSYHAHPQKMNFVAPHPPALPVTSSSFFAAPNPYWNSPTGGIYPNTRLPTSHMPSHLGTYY
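His-tagged ERG Ets domain (1 uM in the protein solution; 300mM KCl, 50mM Tris-HCl, 1mM EDTA, 1mM DTT, pH 7.5) received compound, then a probe mix of 5 nM fluorescein-DNA and 100nM Texas-615-DNA. Fluorescence polarization was read for both dyes.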
12-LOX inh: blocks human arachidonate 12S-lipoxygenase; P18054; purified 12hLO, xylenol orange hydroperoxide absorbance; Potency, µM (doses to about 108 µM), for the others: at the top dose activity change, negative = inhibition, most hits filed as inhibitors; 580,000 compounds, 1.1% hits; AID 1671190; further: on the % scale 0 is the no-effect control and ±100 the full control effect
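Purified human 12hLO (150 nM final) in 25 mM Hepes, 0.01% Triton X-100, pH 7.0 was preincubated 15 min at room temperature with compound. Then 40 uM arachidonic acid was added, 30 min. Hydroperoxide was read by Fe-XO absorbance ratio 573/405 nm.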
Pin1 inhibitor: blocks the human prolyl isomerase Pin1; AID 504891; 390,000 compounds, 0.009% hits; Q13526; Pin1 FP peptide displacement, HiFluor488, 10 min; Potency, µM (titrated, usually from 115 µM), for inactives: top-dose activity, negative = inhibition, actives largely listed as inhibitors; active means well fitted inhibition curve with a large enough effect in the polarisation, with a control signal flat, not every such curve was filed as active; inconclusive means small, poorly fitted or top-dose-only effect, or effect the other way, or a change in a side signal; inactive means no such curve, though single readings can be large or run the other way; the % refers to the polarisation; further: on the % scale 0 is the no-effect control and ±100 the full control effect
Target sequence (Q13526 whole entry, looked up): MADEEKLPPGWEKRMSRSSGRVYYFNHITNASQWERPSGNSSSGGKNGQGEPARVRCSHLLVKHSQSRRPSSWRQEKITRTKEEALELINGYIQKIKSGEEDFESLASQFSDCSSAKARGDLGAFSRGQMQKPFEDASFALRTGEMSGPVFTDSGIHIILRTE
GLS inhibitor: inhibitors of human glutaminase (GLS); 410,000 compounds, 0.21% hits; O94925; GLS enzymatic activity, qHTS titration; Potency, µM (top dose mostly 45.5 µM), for inactives: at the top dose activity change, negative = inhibition, actives largely listed as inhibitors; AID 624170; further: on the % scale 0 is the no-effect control and ±100 the full control effect
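Enzyme dispensed in phosphate buffer (45 mM, pH 8.2, 0.02% Tween-20), compounds pinned in, then 1 mM L-glutamine solution and the glutamate oxidase–HRP–Amplex Red mix added; fluorescence read immediately and again after 30 min at room temperature.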
RGS4 inh: blocks human RGS4-accelerated GTP hydrolysis; 390,000 compounds, 0.039% hits; P49798; Transcreener GDP fluorescence polarization, RGS4-accelerated GTP hydrolysis; AID 504845; Potency, µM (highest dose often 114 µM), for the others: at the top dose activity change, negative = inhibition, usual class: inhibitors; further: on the % scale 0 is the no-effect control and ±100 the full control effect; nearly all actives have a fitted effect of over 75% in size; some results filed as inactive show a strong effect at the top dose
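MLSMR compounds (23 nl, pin-transferred) preincubated 10 min at room temperature with a 500nM (2x) first reagent, then RGS4 at 900nM (2x) plus Transcreener GDP mix added; fluorescence polarization (620/688 nm) read before and after 90 min at 30 °C.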
PGK inhibitor: inhibitors of T. brucei phosphoglycerate kinase; PGK/GAPDH coupled, Kinase-Glo luminescence, 60 min; Potency, µM (titrated, usually from 57.5 µM), for the others: at the top dose activity change, negative = inhibition, most hits filed as inhibitors; 380,000 compounds, 0.043% hits; AID 602233; further: on the % scale 0 is the no-effect control and ±100 the full control effect; nearly all actives have a fitted effect of over 60% in size
Target sequence (P07378 whole entry, looked up): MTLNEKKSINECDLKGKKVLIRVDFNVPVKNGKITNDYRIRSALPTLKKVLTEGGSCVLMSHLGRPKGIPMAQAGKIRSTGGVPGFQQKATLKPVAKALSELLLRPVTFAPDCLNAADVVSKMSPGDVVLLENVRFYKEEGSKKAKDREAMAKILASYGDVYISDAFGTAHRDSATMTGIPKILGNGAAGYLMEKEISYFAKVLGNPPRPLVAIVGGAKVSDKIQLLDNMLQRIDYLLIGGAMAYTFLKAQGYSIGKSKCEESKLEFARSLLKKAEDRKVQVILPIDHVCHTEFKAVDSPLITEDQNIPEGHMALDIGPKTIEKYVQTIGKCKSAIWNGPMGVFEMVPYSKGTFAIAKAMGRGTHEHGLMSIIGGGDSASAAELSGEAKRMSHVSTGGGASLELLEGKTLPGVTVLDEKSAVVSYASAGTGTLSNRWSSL
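Recombinant glycosomal PGK reaction used 1,3-bisphosphoglycerate generated in-well by GAPDH (100nM final) in 100mM TEA pH 7.6, 5mM MgCl2, 0.01% Tween-20. After 60 minutes at room temperature, ATP was read by Kinase-Glo Plus luminescence end-point.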
* marks the source's active call; other numbers are inactive results; i = inactive; ? = inconclusive; / = no result given; [ ] = dose if it differs, or a comment. Unless noted, the call rests on the fitted dose curve; in most records, active means well fitted curve in the direction sought with a large enough effect; inconclusive means small, poorly fitted or top-dose-only effect, or another doubt; inactive means no such curve, though single readings can be large; an effect the other way counts as inactive or inconclusive. Potency means the concentration at half of the fitted maximal effect.

1: CC(=O)c1ccc(S(=O)(=O)N(C)CC(=O)Nc2cccc(S(=O)(=O)N3CCCC3)c2)cc1
2: COC(=O)CSc1nc(N)c(C#N)c(-c2ccco2)c1C#N
3: O=C(Nc1cc(-c2nc3ccccc3o2)ccc1Cl)c1cc([N+](=O)[O-])ccc1N1CCOCC1
4: COC(=O)c1c(N2C(=O)[C@H]3[C@@H](C2=O)[C@]2(C(=O)Nc4c(C)cc(C)cc42)N2CCC[C@@H]32)sc(C)c1C
5: C=CC[C@@H](Cc1ccc(F)cc1)C(=O)OC[C@@H]1CCCN1C(=O)[C@@H](CC=C)CC(=O)NCCO
6: O=[N+]([O-])c1ccc2c(c1)nc1n2CCN(C2CCCCC2)C1
7: CC1CCCCC1NC(=O)CCNS(=O)(=O)c1ccc(Cl)cc1 (stereo unspecified)
8: Cc1ccc(C(=O)NCCc2ccncc2)cc1

assay / compound	1	2	3	4	5	6	7	8
JMJD2A Tudor	-10%	-6%	-9%	?	-25%	-24%	2%	5%
rTrxR1 inhibitor	-4%	-4%[57.1 µM]	15%[11.4 µM]	6%	16%	20%[57.1 µM]	16%	7%[57.1 µM]
HP1b binding inh	25%	30%	15%	10%	30%	16%	56%[activator]	20%
ERG Ets-DNA blk	/	0%	2%	11%	2%	17%	2%	-2%
12-LOX inh	0%	12%	-3%	-9%	8%	-2%	13%	-6%
Pin1 inhibitor	6%	28%	3%	?	0%	-5%	10%	-2%
GLS inhibitor	1%	-8%	-2%	6%	-2%	-1%	-1%	-1%
RGS4 inh	-4%	4%	-5%	-21%	3%	-17%	-20%	17%
PGK inhibitor	-1%	-1%	-3%	-3%	-4%	-3%	-6%	5%

9: COC(=O)C1=C(C(=O)OC)N2C=CC=CC2(C)C(C(=O)OC)=C1C(=O)OC (stereo unspecified)
10: CCOC(=O)CNC(=O)C1CCCCC1
11: COc1cccc(NC(=O)CC2(CC(=O)O)CCCC2)c1
12: O=C(CN(C(=O)CCC(=O)Nc1nccs1)c1ccc(F)cc1)NCC1CCCO1 (stereo unspecified)
13: CC1(C)CC(=O)c2sc(NS(=O)(=O)c3ccc(F)cc3)nc2C1
14: COc1ccc(F)cc1S(=O)(=O)Nc1cccc(-c2ccc(N3CCCCCC3)nn2)c1
15: CCOC(=O)CN1C(=O)CC(c2ccc([N+](=O)[O-])cc2)C1=O (stereo unspecified)
16: COc1ccc(/C=C/c2c([N+](=O)[O-])c(=O)n(C)c(=O)n2C)c(OC)c1

assay / compound	9	10	11	12	13	14	15	16
JMJD2A Tudor	-25%	0%	-9%	-27%	-10%	-19%	-3%	-5%
rTrxR1 inhibitor	-5%	10%	-8%[57.1 µM]	25%[57.1 µM]	-2%[57.1 µM]	30%[57.1 µM]	-7%	-6%[57.1 µM]
HP1b binding inh	-14%	50%[activator]	33%	15%	47%[activator]	10%[57 µM]	28%	18%
ERG Ets-DNA blk	6%	/	1%	-3%	1%	-2%	9%	-1%
12-LOX inh	-2%	/	0%	0%	-21%	-14%	83%[activator]	23%
Pin1 inhibitor	?	-4%	-6%	-1%	-11%	6%	1%	?
GLS inhibitor	1%	/	7%	-2%	?	-4%	19%	18%
RGS4 inh	-9%	-37%	7%	-34%	-31%	-30%	-17%	20%
PGK inhibitor	1%	/	1%	i	-3%	-7%	-2%	i

17: NS(=O)(=O)c1ccc(CNC(=S)NCc2ccc(Cl)cc2)cc1
18: O=S(=O)(NCC1CCN(S(=O)(=O)c2ccccc2)CC1)c1ccccc1
19: CC(=O)N1CCN(C(=O)c2oc3ccccc3c2C)CC1
20: N#Cc1ccccc1OCC(=O)OCC(=O)NC1CCCCCC1
21: O=C(Nc1ccccc1C(F)(F)F)c1ccc(CN2CCC(Cc3ccccc3)CC2)cc1
22: CCOC(=O)c1c(C)[nH]c(C(=O)O)c1C
23: COc1ccc(C(=O)c2cc3ccc(O)cc3oc2=O)cc1
24: Cc1[nH]n(-c2ccccc2)c(=O)c1/C=N/NC(=O)c1ccc(O)cc1O

assay / compound	17	18	19	20	21	22	23	24
JMJD2A Tudor	-30%	-1%	-13%	-2%	-26%	-11%	-15%	22µM*
rTrxR1 inhibitor	?	9%	2%	5%	-6%	-8%	-4%	-1%
HP1b binding inh	-9%	33%	14%	29%	28%	-4%	14%	57%[activator]
ERG Ets-DNA blk	-7%	2%	6%	3%	12%	-6%	/	7%
12-LOX inh	?	-24%	0%	9%	48%[activator]	-3%	-10%	/
Pin1 inhibitor	2%	0%	-1%	-6%	-1%	2%	-3%	2%
GLS inhibitor	9%	5%	-7%	0%	6%	7%	7%	7%
RGS4 inh	-29%	23%	-14%	9%	-15%	4%	18%	-15%
PGK inhibitor	-5%	2%	-7%	3%	-3%	-6%	/	/

25: COc1ccc(Br)c(C(=O)NNC(=O)c2ccc(NS(=O)(=O)c3cccs3)cc2)c1
26: Cc1cc(C)cc(C(=O)N2CC(C)OC(C)C2)c1 (stereo unspecified)
27: C/C(=N\O)C(C)(C)NC(=O)Nc1ccc(Cl)cc1
28: COC(=O)C1=C(C)N(CCCC(=O)O)C(=O)NC1c1cccc(OC)c1 (stereo unspecified)
29: CCc1ccc(C2CC(c3cccc(OC)c3)n3nc(N)nc3N2)cc1 (stereo unspecified)
30: CCOC(=O)C(C)Oc1ncnc2cccc(F)c12 (stereo unspecified)
31: COc1cc(NC(=O)c2nc3nc(C)cc(C(F)F)n3n2)c(OC)cc1Cl
32: CCCc1nnc(SCC(=O)NC2CC2)n1C

assay / compound	25	26	27	28	29	30	31	32
JMJD2A Tudor	-21%	13%	-3%	2%	-32%	-8%	-1%	-17%
rTrxR1 inhibitor	-2%	-16%	14%[57.1 µM]	18%	16%[57.1 µM]	16%[57.1 µM]	30%[activator]	25%
HP1b binding inh	20%	20%	28%	29%	29%	15%	37%	-6%
ERG Ets-DNA blk	-4%	-3%	-1%	-6%	6%	-4%	-3%	-11%
12-LOX inh	-12%	-19%	36%[activator]	-3%	3%[57.4 µM]	0%	0%	-5%
Pin1 inhibitor	0%	-14%	-5%	-7%	0%	1%	19%	3%
GLS inhibitor	2%	/	3%	1%	16%	-1%	-4%	-20%
RGS4 inh	-5%	-1%	-16%	22%	-2%	-19%	6%	18%
PGK inhibitor	-2%	i	3%	3%	-1%	-7%	9%	-2%

Shown as a hit in JMJD2A Tudor (from the list above):
24: Cc1[nH]n(-c2ccccc2)c(=O)c1/C=N/NC(=O)c1ccc(O)cc1O

assay / compound	24
JMJD2A Tudor	22µM*
rTrxR1 inhibitor	-1%
HP1b binding inh	57%[activator]
ERG Ets-DNA blk	7%
12-LOX inh	/
Pin1 inhibitor	2%
GLS inhibitor	7%
RGS4 inh	-15%
PGK inhibitor	/

The list goes on:
33: Cc1ccc(NC(=O)CNC(=O)Cn2c(C)cc3ccccc3c2=O)cc1F
34: C(=N\Nc1nccc(-c2cccnc2)n1)/c1ccccc1
35: COc1ccc(C)cc1NC(=O)CSc1nc(=O)n(Cc2ccncc2)c2c1CCC2
36: CCc1ccc(OC)c(S(=O)(=O)Nc2ccccc2C)c1
37: Cc1ccccc1CN1C(=O)/C(=C\c2ccc(C(=O)NCCN3CCOCC3)cc2)Sc2ccccc21
38: Cc1ccc(OCn2c(=O)sc3ccccc32)cc1
39: CCOc1cc(/C=C\[N+](=O)[O-])ccc1OCC(=O)N1CCOCC1
40: Cc1onc(-c2c(Cl)cccc2Cl)c1COC(=O)c1ccc(Cl)cc1

assay / compound	33	34	35	36	37	38	39	40
JMJD2A Tudor	-2%	-6%	-17%	-6%	?	110%[activator]	6%	95%[activator]
rTrxR1 inhibitor	21%	17%	-3%[57.1 µM]	-4%	17%	9%	8.9µM*	19%
HP1b binding inh	40%[activator]	10%	8%	34%	-14%	156%[activator]	9%	120%[activator]
ERG Ets-DNA blk	-7%	-2%	-12%	/	7%	0%	-2%	-5%
12-LOX inh	-23%	0%	1%	-14%	-15%	12%	7%	?
Pin1 inhibitor	0%	2%	-2%	-5%	33%[activator]	-3%	8%	-6%
GLS inhibitor	1%	4%	-10%	-3%	6%	-4%	-14%	-4%
RGS4 inh	8%	9%	-2%	-5%	-14%	-15%	?	-10%
PGK inhibitor	8%	-7%	0%	4%	-10%	-6%	-11%	0%

41: COc1ccc(NS(=O)(=O)c2c(C)[nH]c(=O)[nH]c2=O)c(OC)c1
42: COc1ccc(/C=C/c2nccc3c2[nH]c2ccccc23)cc1
43: C/C(=N\Nc1cc(-c2ccccc2)nc(-c2ccccc2)n1)c1ccc(O)c(C)c1
44: O=C(c1ccccc1F)N1CCN(c2ccc([N+](=O)[O-])c(N3CCOCC3)c2)CC1

assay / compound	41	42	43	44
JMJD2A Tudor	-16%	-6%[57.1 µM]	-29%	-30%
rTrxR1 inhibitor	6%[57.1 µM]	17%	-4%	5%
HP1b binding inh	29%	53%[activator][57 µM]	8%	13%
ERG Ets-DNA blk	7%	/	3%	-5%
12-LOX inh	0%	/	-3%	-20%
Pin1 inhibitor	-6%	13%	5%	1%
GLS inhibitor	42%[activator]	/	-13%	3%
RGS4 inh	7%	-49%	-18%	-10%
PGK inhibitor	-3%	/	-1%	6%

This is a subset; rates above refer to the full screens.
